# TAG inh: inhibitors of triacylglycerol accumulation, primary screen, cell-based, uHTS, fluorescence, H9c2 | inhibition, % at 12.5 µM | H9c2 cells, Nile Red lipid (TAG) fluorescence; cells loaded with 200 µM oleic acid | 0.66% of 230,000 active | AID 651582, 2012;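 active = pattern-corrected inhibition of lipid staining of at least 50% with the nuclear-stain viability signal not falling by more than 50%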;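 also: 0% = DMSO wells and 100% = triacsin C control wells; some results filed as inactive read as strong as hits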
# TAG inh DAPI viability: also measured in TAG inh; calls as there; DAPI nuclei signal change (viability), lower = more cytotoxic, %;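 whole-well DAPI fluorescence read on a plate reader as a viability signal; minus 50 percent equals half of cells still viable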
# Starred values were filed as active, the others as inactive.
SMILES,TAG inh,TAG inh DAPI viability
Cc1ccc2nc(N3CCN(C)CC3)[nH]c2c1,15,-10
COC(=O)C1=C(c2c(C)noc2C)C[C@@H]2CC[C@H]1N2C(=O)NCC1CC1,1,-5
Cc1ccc(C(O)(C(=O)NNC(=O)CN2CCN(C)CC2)c2ccc(C)cc2)cc1,6,-6
CO[C@H]1CC=C2CCN3CCC4=C(CC(=O)OC4)[C@]23C1,-5,-1
CC(=O)Nc1nc(CCl)cs1,9,2
O=C1OC(c2ccc([N+](=O)[O-])cc2)=N/C1=C/N1CC2CC(C1)c1cccc(=O)n1C2 (stereo not given),-5,-2
CCCCCCNc1nc(OC)nc(N2CC3CC(C2)c2cccc(=O)n2C3)n1 (stereo not given),-26,-3
Cc1ccc(C)c(NC2=NCCCS2)c1,-3,7
COC(=O)[C@]1(C)C[C@H]1[C@H](NP(=O)(c1ccccc1)c1ccccc1)c1ccccc1,-48,9
Clc1ccc(OCC#CCN2CCCC2)cc1,5,5
CSc1ncc(CN2CCCC(C(=O)c3ccccc3SC)C2)cn1 (stereo not given),-4,2
COc1ccc(OCC(=O)N2CCN(Cc3ccc4c(c3)OCO4)CC2)cc1,-3,9
O=C(c1ccccc1)C(CN1CCCC1)c1ccccc1 (stereo not given),92,-64
COC(=O)C1=C(c2c(C)noc2C)C[C@@H]2CC[C@H]1N2C(=O)N1CCCC1,-4,10
Cn1c(O)c(C=NCCCNC2CCCCC2)c(=O)n(C)c1=O,-2,-3
COC(=O)C1=C(c2ccccc2OCc2ccccc2)C[C@@H]2CC[C@H]1N2C(=O)NCCOc1ccccc1Cl,28,-4
CCOc1c(Cl)cc(CNCCc2c[nH]c3ccccc23)cc1OC,8,8
CCOP(=O)(OCC)C(NC(=O)Cc1ccccc1)C(Cl)(Cl)Cl (stereo not given),-18,12
COc1cc2c(c(OC)c1OC)-c1ccc(O)c(=O)cc1[C@@H](NC(C)=O)CC2,36,28
COC(=O)C1=Nc2ccccc2/C1=C\c1c(O)n(C)c(=O)n(C)c1=O,-7,4
CC1(C)CN=C(Nc2nc3ccccc3s2)S1,-9,1
COc1cc(-n2c(=S)[nH]c3ccccc3c2=O)c(Cl)cc1Cl,-13,5
O=C(c1ccc(Cl)cc1)C1CCCN(Cc2ccc3c(c2)OCCO3)C1 (stereo not given),-14,8
COC(=O)C1=C(c2ccc(F)cc2OCc2ccccc2)C[C@@H]2CC[C@H]1N2C(=O)N1CCC(O)CC1,5,7
Cc1ccc(-c2nc3ccc(Cl)cc3n2OC(=O)N(C)C)cc1,-15,7
Cc1ccc(-c2nn(Cc3ccccc3)cc2C(=O)O)cc1,11,-9
CC1=NOC2(C)Nc3ncnn3C(c3ccccc3)C12 (stereo not given),-6,13
C[N+]1(C)CCC(OC(=O)C(c2ccccc2)c2ccccc2)CC1,1,3
CC(C(=O)c1ccc2ccccc2c1)N1CCCCC1 (stereo not given),0,57
O=C(O)C(O)(c1ccccc1)C1CCCCC1 (stereo not given),10,-1
CCOc1ccc(CC2(CCc3ccncc3)C(=O)NC(=O)NC2=O)cc1,10,-9
O=C(CN1CC=C(c2ccccc2)CC1)NC(=O)NCc1ccco1,-11,1
Cc1ccc(C2(O)CC(C)N(C)CC2C)cc1 (stereo not given),-5,5
COCCCNP1(=O)OCC(C)([N+](=O)[O-])CO1 (stereo not given),7,2
CC(Cc1ccccc1)NCCC(c1ccccc1)c1ccccc1 (stereo not given),40,-17
CC(c1ccccc1)(c1ccccc1)c1ccncc1,-4,-4
c1ccc2c3c([nH]c2c1)C1(CCNCC1)NCC3,45,-25
Cc1nc2ccccn2c1P(=S)(c1ccccc1)c1ccccc1,-12,1
O=C1NC(=O)N(Cc2ccccc2)C(=O)C1Cc1ccccc1 (stereo not given),-8,5
c1ccc2c(c1)cc1ccc3cccc4ccc2c1c34,-1,39
CCOP(=O)(OCC)C(O)c1ccc(OC)cc1 (stereo not given),3,-3
OC(c1ccc(F)cc1)C(c1ccccc1)N1CCOCC1 (stereo not given),-2,1
CCCC(C)n1[nH]c(=O)c2c1NC(=O)CSC2c1ccccc1 (stereo not given),-7,9
CC(=O)C1CCC2C3CCC4CC(O)CCC4(C)C3CCC12C (stereo not given),-2,-2
CCCNC(=O)N1[C@H]2CC[C@@H]1C(C(=O)OC)=C(c1cccc(OC)c1OC)C2,8,0
COc1ccc(CCNC2CCCCC2)cc1OC,23,-16
O=C1NC(=O)N(c2ccccc2)C(=O)/C1=C/C=C/c1ccco1,-2,0
COc1ccc(-n2cnc3cc(C(=O)N4CCC5(CC4)OCCO5)ccc32)cc1,7,-10
COC(=O)C(c1ccccc1)N1CCCCCC1 (stereo not given),9,-8
O=c1[nH]c(=O)n(Cc2ccccc2)c(O)c1/C=N/Nc1c(F)c(F)c(F)c(F)c1F,16,-11
Cc1ccc(-n2c(=S)[nH]c3ccccc3c2=O)cc1F,23,-3
O=c1[nH]c(O)c(N=Nc2cc([N+](=O)[O-])ccc2O)c(=O)[nH]1,7,-1
Cn1c(O)c(C(=NCCN2CCCCC2)c2ccccc2Cl)c(=O)n(C)c1=O,7,-2
O=S(=O)(c1ccc(Cl)cc1)N1CCCC1c1cccnc1 (stereo not given),-12,3
Cn1c(=O)c2c(nc(-c3ccc(N(CCCl)CCCl)cc3)n2C)n(C)c1=O,3,103
C[C@]12CCC(=O)C=C1CCC1C2CC[C@@]2(C)C1CC[C@]2(C)O (stereo not given in full),-6,-1
CCCCOCCCn1c(N)c(C(=O)OCCOC)c2nc3ccccc3nc21,-23,71
CCOC(=O)C1(c2ccccc2)CCN(CC(O)c2ccc(NC(C)=O)cc2)CC1 (stereo not given),-11,-2
Cc1ccc(-c2cc(-c3ccccc3)cc(-c3ccccc3)[n+]2-c2ccc(C(=O)O)cc2)cc1,8,10
O=C(C[N+]12CCC(CC1)C(OC(=O)c1ccccc1)C2)c1ccc([N+](=O)[O-])cc1 (stereo not given),8,-8

# (more compounds)
SMILES,TAG inh,TAG inh DAPI viability
COC(=O)C1=C(c2ccc(F)cc2OCc2ccccc2)C[C@@H]2CC[C@H]1N2C(=O)NC(C)C,5,-7
CC12CCCCC1=[N+]([O-])CN2O (stereo not given),-6,26
OC(CNCc1ccccc1)c1ccc(Cl)cc1 (stereo not given),0,6
COC(=O)Nc1nc2ccccc2[nH]1,35,-21
O=c1[nH]c(=S)n(-c2ccccc2F)c(O)c1C=Nc1ccc(N2CCOCC2)cc1,-2,3
CSc1ccc(C(c2c(O)c3ccccc3oc2=O)c2c(C)n(C)n(-c3ccccc3)c2=O)cc1 (stereo not given),3,-3
C[C@]12CCC3C(CC[C@H]4C[C@H](O)CC[C@]34C)C1C[C@H](O)[C@@H]2O (stereo not given in full),-15,6
C=CCn1c(O)c(C(C)=NCc2ccc3c(c2)OCO3)c(=O)[nH]c1=O,-6,3
CCOC(=O)CC(NC(=O)C(Cc1ccc(N(CCCl)CCCl)cc1)NC(C)=O)C(=O)OCC (stereo not given),29,-32
C=CC1CN2CCC1CC2C(OC(C)=O)c1ccnc2ccc(OC)cc12 (stereo not given),2,-2
COc1ccc2c(CCN)c[nH]c2c1,-7,2
O=c1[nH]c(=S)n(Cc2ccc(F)cc2)c(O)c1C=NCC1CCCO1 (stereo not given),-4,-4
CN1CCN(c2ncnc3c2cnn3C)CC1,6,1
Cc1ccc(CN2CCN(Cc3ccccc3)CC2)cc1,-9,8
COC(=O)C1=C(c2cc3ccccc3o2)C[C@@H]2CC[C@H]1N2C(=O)NCc1ccco1,8,1
CC(=CCOc1ccc2ccc(=O)oc2c1)C1=CC(=O)C(C)(C)O1,20,-16
Clc1ccc(C(OCCN2CCCCC2)c2ccccc2)cc1 (stereo not given),18,17
COc1ccc2[nH]c3c(c2c1)CCN=C3C,4,5
Cn1c(O)c(C=NC2CCN(Cc3ccccc3)CC2)c(=O)[nH]c1=O,0,7
COc1cc(CN=C(C)c2c(O)n(C)c(=O)n(C)c2=O)cc(OC)c1,-15,6
COC(=O)CCCNC(=O)CN1CC(c2ccccc2)CC1=O (stereo not given),14,-2
O=C1NC(=O)N(c2ccc3c(c2)OCO3)C(=O)/C1=C/c1cccs1,6,8
C[C@]12CCC3C(CC[C@H]4C[C@H](O)CC[C@]34C)C1[C@@H](O)C[C@@H]2O (stereo not given in full),-4,9
O=P(Nc1cccnc1)(Oc1ccccc1Cl)Oc1ccccc1Cl,-17,10

# Some of the entries so far, as tab-separated lines.
smiles	TAG inh	TAG inh DAPI viability
COC(=O)C1=C(c2ccc(F)cc2OCc2ccccc2)C[C@@H]2CC[C@H]1N2C(=O)NC(C)C	5	-7
CC12CCCCC1=[N+]([O-])CN2O (stereo not given)	-6	26
OC(CNCc1ccccc1)c1ccc(Cl)cc1 (stereo not given)	0	6
COC(=O)Nc1nc2ccccc2[nH]1	35	-21
O=c1[nH]c(=S)n(-c2ccccc2F)c(O)c1C=Nc1ccc(N2CCOCC2)cc1	-2	3
CSc1ccc(C(c2c(O)c3ccccc3oc2=O)c2c(C)n(C)n(-c3ccccc3)c2=O)cc1 (stereo not given)	3	-3
C[C@]12CCC3C(CC[C@H]4C[C@H](O)CC[C@]34C)C1C[C@H](O)[C@@H]2O (stereo not given in full)	-15	6
C=CCn1c(O)c(C(C)=NCc2ccc3c(c2)OCO3)c(=O)[nH]c1=O	-6	3
CCOC(=O)CC(NC(=O)C(Cc1ccc(N(CCCl)CCCl)cc1)NC(C)=O)C(=O)OCC (stereo not given)	29	-32
C=CC1CN2CCC1CC2C(OC(C)=O)c1ccnc2ccc(OC)cc12 (stereo not given)	2	-2
COc1ccc2c(CCN)c[nH]c2c1	-7	2
O=c1[nH]c(=S)n(Cc2ccc(F)cc2)c(O)c1C=NCC1CCCO1 (stereo not given)	-4	-4
CN1CCN(c2ncnc3c2cnn3C)CC1	6	1
Cc1ccc(CN2CCN(Cc3ccccc3)CC2)cc1	-9	8
COC(=O)C1=C(c2cc3ccccc3o2)C[C@@H]2CC[C@H]1N2C(=O)NCc1ccco1	8	1
CC(=CCOc1ccc2ccc(=O)oc2c1)C1=CC(=O)C(C)(C)O1	20	-16
Clc1ccc(C(OCCN2CCCCC2)c2ccccc2)cc1 (stereo not given)	18	17
COc1ccc2[nH]c3c(c2c1)CCN=C3C	4	5
Cn1c(O)c(C=NC2CCN(Cc3ccccc3)CC2)c(=O)[nH]c1=O	0	7
COc1cc(CN=C(C)c2c(O)n(C)c(=O)n(C)c2=O)cc(OC)c1	-15	6
COC(=O)CCCNC(=O)CN1CC(c2ccccc2)CC1=O (stereo not given)	14	-2
O=C1NC(=O)N(c2ccc3c(c2)OCO3)C(=O)/C1=C/c1cccs1	6	8
C[C@]12CCC3C(CC[C@H]4C[C@H](O)CC[C@]34C)C1[C@@H](O)C[C@@H]2O (stereo not given in full)	-4	9
O=P(Nc1cccnc1)(Oc1ccccc1Cl)Oc1ccccc1Cl	-17	10

# (cont.)
SMILES,TAG inh,TAG inh DAPI viability
CN(C)c1nc(N(C)C)nc(N(C#N)CCCl)n1,0,0
CC12CCC3C(CCC4(O)CC(O)CCC34C=O)C1(O)CCC2C1=CC(=O)OC1 (stereo not given),-5,7
CC1CCOC(=O)C=CC=CC(=O)OC2CC3OC4C5OC5(C)C(O)CC4(COC(=O)C1O)C2(C)C31CO1 (stereo not given),113,-81
COc1cc(C)cc(CN2CC=C(c3ccccc3)CC2)c1O,-2,17
O=C1NC(=O)C2(CCN(c3ccccc3)CC2)C(=O)N1,-6,-1
COc1cc2c(cc1OC)C1C(=O)c3ccc4c(c3OC1CO2)CC(C(C)C)O4 (stereo not given),-7,2
CN(C)CC#CCn1c2ccccc2c2ccccc21,1,-1
C[N+](C)(C)CC1CCCC(C[N+](C)(C)C)C1=O (stereo not given),32,-26
CC(=O)O[C@H]1CC[C@@]2(C)C(=CC(=O)C3C2CC[C@@]2(C)C3C[C@H](OC(C)=O)[C@@H]2OC(C)=O)C1 (stereo not given in full),-3,-4
COC(=O)C1=C(c2ccc(C(C)=O)cc2)C[C@@H]2CC[C@H]1N2C(=O)NCCCOC(C)C,-10,4
CCC(=Nc1ccc2c(c1)CCC2)c1c(O)n(C)c(=O)n(C)c1=O,-104,6
CC(=O)C1CCC2C3CCC4CC(O)CCC4(C)C3C(=O)CC12C (stereo not given),2,-6
O=C1CC(=O)N(c2ccc(Cl)cc2)C(=O)N1,-1,-9
CN1CCc2nc(SCc3ccccc3Br)c(C#N)cc2C1,0,5
COc1ccccc1N1CCN(Cc2ccccc2Cl)CC1,2,6
O=P(/C(=N/O)N1CCCCC1)(N1CCOCC1)N1CCOCC1,-9,6
O=C1CC(c2cccnc2)=NN1c1ccccc1,-2,-1
N#C[C@H](O[C@@H]1O[C@H](CO[C@@H]2O[C@H](CO)[C@@H](O)[C@H](O)[C@H]2O)[C@@H](O)[C@H](O)[C@H]1O)c1ccccc1,8,3
COc1ccc2[nH]c(C)c(CCNCc3cn(C)c4ccccc34)c2c1,56*,-17*
NP(=O)(OCCCc1ccccc1)c1ccccc1 (stereo not given),-42,4
C[C@]12CCC3C(CC[C@H]4C[C@@H](O)CC[C@]34C)C1CCC2=O (stereo not given in full),4,-15
CCCCCCCSc1cc(OC)c(CCNC)cc1OC,33,6
CN(C)C1(c2nnnn2-c2ccc(Cl)cc2)CCCCC1,-11,-1
N#CC1c2ccccc2-n2nncc2CN1S(=O)(=O)c1ccccc1 (stereo not given),1,6
Nc1ccc(CCN2CCCC2)cc1,-10,16
c1cncc(C2CC(c3cccs3)n3ncnc3N2)c1 (stereo not given),10,-3
O=c1[nH]c(O)c(N=Nc2ccc3c(c2)OCCO3)c(=O)[nH]1,3,1
COC1=C(C)C(=O)C2=C(C1=O)C(CO)N1C(C#N)C3CC4C(C1C2N1CCOC41)N3C (stereo not given),83*,-40*
O=c1oc2ccccc2c(O)c1C(c1ccccn1)c1c(O)c2ccccc2oc1=O,1,-1
CC1CCN(CC#CCOc2ccc(Cl)cc2)CC1,-9,3
CCCCN1C(=O)NC(=O)C2(Cc3c(nc4c(C)cccn4c3=O)N3CCc4ccccc4C32)C1=O (stereo not given),22,15
CCCNC(=O)N1[C@H]2CC[C@@H]1C(C(=O)OC)=C(c1ccc(F)cc1F)C2,-7,0

# The list is partial (hit frequency here may not be typical).
